Source: PubChem BioAssay
SKKanGAS inh: inhibitors of SKKanGAS S. pyogenes growth in kanamycin (SK-promoter or general growth effect); inhibition, % at 7.5 µM; 300,000 compounds, 1.3% hits; BacTiter-Glo, 6 h;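 active means mean replicate score, as percent of positive control median, at least 50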;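 further: strain carries kanamycin resistance gene driven by streptokinase promoter and grows in 40 µg/ml kanamycin; loss of luminescence reflects streptokinase promoter inhibition or plain growth inhibition; 0% = median of DMSO wells and 100% = positive control at its reference dose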
Platelet DG rel: modulates dense granule release in human platelets; human platelet-rich plasma, SFLLRN dense granule ATP release, luminescence; inhibition, %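 (compounds screened at 7.5 µM in platelet-rich plasma)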; 300,000 compounds, 0.22% hits; AID 1663;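 active means mean replicate score, as percent of positive control, at or above 50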
HSF1 inh: HSF1 inhibition; NIH3T3-HGL HSE-luciferase, MG132-induced, luminescence 8 h; active compounds read low; activity change, negative = inhibition, % at 7.5 µM (by protocol); 300,000 compounds, 0.77% hits; AID 2098;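 active means more than half of replicate wells show activity change below -50%, luminescence cut by over half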;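 further: luciferase reports HSF-1 transcriptional activity via heat shock element; 0% = median of DMSO wells and -100% = zero luminescence signal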
HIF act: HIF pathway transcriptional activation. U2OS HRE-luciferase reporter, luminescence; normalized: DMSO 0%, desferrioxamine 100%. activation, % at 7.5 µM (by protocol). AID 1910. 300,000 compounds, 0.32% hits;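 active means mean activation of at least 10% of the iron chelator positive control signal, with at least half of replicates also reaching 10%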
HSP90 inh: blocks HSP90-mediated luciferase refolding in reticulocyte lysate; Rabbit reticulocyte lysate, luciferase refolding luminescence, 3 h; inhibition, % at 5.6 µM; 290,000 compounds, 0.91% hits; AID 1789;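 active means inhibition above the screen-wide mean plus 3 SD, computed separately per campaign, cut at about 16% in these data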;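 further: 0% = DMSO wells and 100% = 60 µM geldanamycin wells; inhibitors lower the luminescence because luciferase stays unfolded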
aSyn UTR inh: 5' untranslated region of α-synuclein, MLPCN primary screen | inhibition, % (tested at 7.5 µM) | 300,000 compounds, 0.82% hits | alpha-synuclein 5'UTR reporter, inhibitor activity; in the data active means inhibition above about 60%;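 further: H4 neuroglioblastoma cells stably carrying SNCA 5'UTR luciferase fusion; 0% = DMSO wells and 100% = positive control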
HSF-1 act: increases HSF-1 driven luciferase reporter signal. NIH3T3-HGL HSF-1 luciferase reporter, MG132, 8 h; 100% = twice DMSO control signal. activation, % at 9 µM. 300,000 compounds, 1.7% hits. AID 504408;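 active means mean replicate activation of at least 50% with a set share of replicates each reaching 50%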;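 further: 0% = median of the neutral control wells and 100% = twice that signal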
IEC-6 cytotox: counter-screen for KLF5 inhibitors: cytotoxicity in IEC-6 cells. IEC-6 cytotoxicity, luminescence viability. inhibition, % at 5 µM. 290,000 compounds, 0.78% hits. AID 1825; in the data active means inhibition above about 22%;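 further: 0% = plate median of test compound wells and 100% = cytotoxic reference compound wells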
KLF5 inh: suppresses KLF5 promoter-driven expression; inhibition, % at 5 µM; DLD-1 KLF5 promoter-luciferase reporter, luminescence; 290,000 compounds, 0.23% hits;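 active means inhibition above a per-plate limit of that plate's mean compound inhibition plus 3 SD, cut at about 60% in these data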;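 further: 0% = DMSO wells and 100% = LY294002 at 200 µM; higher means less KLF5 promoter-driven luciferase light; inactives centre near -14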
AI-2 QS modul: Vibrio harveyi AI-2 quorum sensing modulation; 300,000 compounds, 0.4% hits; AID 2094; Vibrio harveyi JMH597 AI-2 luminescence/OD600 ratio, 9 h; active compounds read low; strain lacks LuxN and CqsS sensors; 0 = neutral-control median; activity change, % at 7.5 µM; in the data active means activity change below about -75%, passing the limit was not always enough;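 further: luminescence divided by OD600 gain over 9 h not by final OD600 alone; inactives centre near 13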
An asterisk follows results filed as active; x = not tested or not shown.

SMILES	SKKanGAS inh	Platelet DG rel	HSF1 inh	HIF act	HSP90 inh	aSyn UTR inh	HSF-1 act	IEC-6 cytotox	KLF5 inh	AI-2 QS modul
Cn1cc(Br)c(C(=O)N/N=C/c2cccc(OC3CSC3)c2)n1	-5.8	8.3	18.9	0.9	1.3	-21.9	19.2	-1.3	-17.7	16.1
CC1C(=O)C(C)C(c2ccc(Cl)cc2)NC1c1ccc(Cl)cc1 (stereo not given)	35.4	0.8	23.6	-0.3	x	68.5*	47.8	x	x	7.1
Cc1cccc(C(=O)Oc2csc(=S)n2C(=O)c2cccc(C)c2)c1	11.9	9.5	-8.6	-1.6	-0.5	-0.4	-1.6	-4.1	-14.1	-2.9
O=C(OCn1nnc2ccccc2c1=O)C1COc2ccccc2O1 (stereo not given)	1.6	2.7	-2.5	0.2	0.3	16.3	1.6	4.7	-10.8	22.1
CC(=O)c1ccc(OCc2cc(C(=O)N(C)CCOc3ccc(C)cc3)no2)cc1	-4.7	-8.3	24.8	1.4	5.3	-170.1	7.3	3.3	-149.6	15.3
Cc1ccc(NC(=O)N2CCC(=O)N2)cc1	-3.3	1.2	13.3	2.3	-1.4	-36.2	43.3	-0.2	-22.7	0.3
COc1ccc(C2=NN(C(=O)CCC(=O)O)C(c3ccc(F)cc3)C2)cc1 (stereo not given)	7.8	-1.4	-1.2	-0.1	4.9	-4.7	8.1	-2.4	-9.8	8.9
COc1ccc(OC)c(C2N(c3ccc(Cl)cc3)C(=O)C3CCCN32)c1 (stereo not given)	-1.3	2.2	0.0	0.9	1.1	-21.3	14.2	1.0	4.7	8.8
Cn1c(-c2cccc([N+](=O)[O-])c2)[n+](C)c2ccccc21	17.5	-1.4	-7.0	-0.4	2.9	19.5	-10.1	3.2	0.6	18.0
COc1ccc(/C=N/n2cncn2)cc1Cn1nc(C)c([N+](=O)[O-])c1C	-2.9	1.6	7.2	-0.8	1.7	-27.7	1.3	2.5	-12.0	7.1
CCOCCCNC(=S)N1C2CCC1CC(NC(=O)NC1CCCCC1)C2 (stereo not given)	4.4	3.4	x	0.5	-1.3	-7.9	x	-9.7	-15.3	7.1
O=C(NC1CCCCCC1)C1CC(=O)N(Cc2ccccc2)C1 (stereo not given)	-6.5	-1.2	-5.1	0.3	1.6	-27.0	2.1	-3.7	-16.3	6.1
Cc1cc(/C=N/N2CCN(C)CC2)c(C)n1-c1ccccc1F	-0.3	-2.9	1.7	-0.2	1.6	5.1	1.3	2.3	-8.5	-8.3
CSc1nc(Sc2ccc(Cl)cc2)c2ccccc2n1	15.4	-0.1	8.8	-0.2	-2.9	2.4	12.2	-6.2	-18.0	5.3
CC(C)C(=O)NNC(=O)c1ccccn1	-1.5	-8.2	-7.0	0.0	-0.9	2.2	-4.4	-1.2	16.8	39.2
CC(=O)CSc1nc2ccccc2o1	0.6	-1.6	-1.2	1.6	4.0	-75.0	-26.2	-0.4	-62.3	27.2
CCN(Cc1ccncc1)C(=O)c1ccccc1NS(=O)(=O)c1ccc(Br)cc1	-2.6	0.6	5.1	0.1	21.5*	1.9	-10.5	4.4	-145.5	-0.8
C=CCNS(=O)(=O)c1ccc2nsnc2c1	-9.6	-10.5	-8.9	-0.4	-0.2	-3.7	1.7	1.3	1.5	18.4
CCOC(=O)c1c(O)c2c([nH]c1=O)CCCC2	-4.0	1.3	-2.1	0.1	2.6	14.2	16.9	2.3	-11.0	8.1
Oc1ccc(/C=N/NC(=S)NCC2CCCO2)cc1 (stereo not given)	0.9	5.0	11.2	1.5	-10.2	-20.2	18.0	-1.6	-5.4	-1.0
Cc1c(Cc2ccccc2)c(=O)oc2cc(O)ccc12	1.5	-3.2	-10.2	-0.2	-1.2	-2.1	-2.1	0.1	-14.8	13.9
N=C(c1cccc([N+](=O)[O-])c1)N1CCCCCC1	0.4	-0.1	-0.2	0.6	1.4	6.1	3.3	-1.1	-4.1	21.5
CC1CCN(CC(=O)NC(=O)NCc2ccccc2)CC1	-4.9	-2.5	x	x	-5.9	14.7	x	-4.5	-13.3	13.2
Cn1c(SCc2ccccc2)nnc1-c1ccc2c(c1)OCO2	-3.6	0.4	10.9	4.5	3.5	-191.8	29.9	6.1	-29.5	17.2
COc1ccc(NC(=O)CC2C(=O)N(c3ccc(OC)cc3)C(=O)N2CCN2CCN(C)CC2)cc1 (stereo not given)	-5.1	-14.6	-5.3	0.8	3.2	-26.4	0.0	0.0	-32.3	-5.0

Additional results.
SMILES	SKKanGAS inh	Platelet DG rel	HSF1 inh	HIF act	HSP90 inh	aSyn UTR inh	HSF-1 act	IEC-6 cytotox	KLF5 inh	AI-2 QS modul
CN(C)CCNC(=O)Cn1nc(-c2ccc(Cl)cc2)ccc1=O	-15.9	-6.4	-2.1	-0.6	-2.4	-6.9	11.5	2.5	-3.6	-6.3
O=C(O)c1cc(N/N=C/c2ccncc2)ccc1Cl	-0.5	5.7	-1.0	-0.2	24.9*	-10.2	-1.1	3.5	-63.4	10.7
CCC(C(=O)OC)n1cnc2c(nnn2-c2ccc(OC)cc2)c1=O (stereo not given)	-3.1	7.3	-4.1	0.0	-0.1	-5.5	-6.8	-0.9	8.9	9.7
COc1ccc(NC(=O)CSc2nc3ccccc3c(=O)n2C)cc1	-4.2	-3.4	3.5	1.4	1.4	2.0	10.8	-2.2	-35.4	24.2
COc1cccc(C2=NOC(C(=O)Nc3ccc4c(c3)OCO4)C2)c1OC (stereo not given)	-0.2	4.2	10.7	3.3	-2.5	-4.9	8.5	1.7	-43.4	21.5
CCOc1ccc(OCC)c(NC(=O)CC2Oc3ccccc3NC2=O)c1 (stereo not given)	0.1	2.4	-1.3	x	-2.0	2.2	0.8	-5.1	-17.5	26.5
CCN(CC)c1ccc(NC(=O)C(C)C)cc1	6.3	7.4	4.1	0.6	0.3	-31.6	33.8	1.9	-13.8	21.2
O=C(Nc1ccc(N2CCOCC2)cc1)C1CCCN(S(=O)(=O)c2ccccc2)C1 (stereo not given)	11.3	-2.3	-3.5	-32.4	-0.4	6.8	-2.8	-13.4	-6.7	17.2
CCCSc1nc(N2CCOCC2)c2c(c1C#N)CC(C)(C)SC2	5.4	-9.8	0.1	-0.6	2.9	-14.1	2.4	-0.1	-19.3	28.6
CC(C)CC(=O)NS(=O)(=O)c1ccc(NC(=O)c2ccco2)cc1	-1.2	-0.6	-2.4	-0.3	4.7	13.5	-3.3	-0.2	-23.8	13.3
Cc1cccc(NC2=CC(=O)OC(C)C2)c1 (stereo not given)	-11.1	-6.2	5.5	0.1	-10.9	10.8	7.7	-4.8	-10.3	7.9
COc1ccc(C(CC(=O)O)NC(=O)COc2ccccc2)cc1OC (stereo not given)	1.7	6.8	-4.0	0.7	3.0	18.4	11.8	1.1	-12.0	25.6
Cn1c(COc2ccc([N+](=O)[O-])cc2)nnc1SCC(=O)NCC1CCCO1 (stereo not given)	2.6	-4.6	1.3	-0.5	-0.8	-5.7	0.1	2.7	-34.5	20.1
Cc1cccc(OCC(=O)Nc2nnc(S(=O)(=O)N3CCCCCC3)s2)c1	15.2	1.0	-3.9	-0.2	-3.0	15.5	14.9	4.0	-16.6	24.1
Cc1cc(C)nc(NC(=O)COc2cc(Cl)cc(Cl)c2)n1	-1.0	x	-71.0*	-1.5	3.5	-21.3	-76.9	5.6	-10.7	30.1
Cc1cc(C)n(CC(=O)N2c3ccccc3Sc3ccc(C(F)(F)F)cc32)n1	-13.0	-4.8	4.2	0.1	-1.4	-5.0	28.0	-5.0	-13.9	2.7
Cc1ccccc1C(=O)NNC(=O)C(=O)Nc1cccc(Cl)c1C	-10.5	2.4	5.7	-0.4	2.8	4.3	13.3	3.4	18.8	6.7
COc1ccc(-c2c(NC(=O)c3ccco3)oc3ccccc3c2=O)cc1OC	0.9	3.4	-3.9	0.0	2.4	-11.9	0.8	3.5	-14.1	22.3
CCN(C(=O)CSc1nnc(-c2ccc(Cl)cc2)n1C)C1CCS(=O)(=O)C1 (stereo not given)	-0.5	1.7	-7.9	-0.2	-0.7	-10.1	-16.1	-3.5	4.0	8.6
CCOc1ccc(C(C)=O)cc1CSc1nc2nc(C)cc(C)n2n1	13.2	-6.9	0.2	0.1	-0.4	24.9	4.4	1.7	-12.9	17.4
COc1ccc(C2=CC3=CC(=O)C(C)(O)C(=O)C3=CO2)cc1 (stereo not given)	8.4	5.9	0.6	-0.5	x	-1.6	-9.5	x	x	24.3
O=C(CCC1CCCN(C(=O)c2cccc(F)c2)C1)N1CCN(c2ccccn2)CC1 (stereo not given)	1.7	-3.5	-5.9	-0.5	-3.3	0.0	4.9	2.9	-34.8	3.9
COc1cccc(SCC2(O)CCN(C(=O)c3ccc(Cl)cc3)CC2)c1	-5.2	3.2	2.4	-0.1	0.4	3.5	16.4	1.4	-11.9	5.9
Nc1nnc(Cc2ccccc2F)s1	-2.4	-5.6	-2.0	-0.1	3.7	14.2	-8.8	1.1	-32.6	12.8
O=C(O)CCN(CCC(=O)O)c1nnc(SCc2ccccc2)s1	2.8	-6.5	-4.1	1.2	-1.9	-17.2	-2.5	2.6	-24.3	16.8

Further structures.
SMILES	SKKanGAS inh	Platelet DG rel	HSF1 inh	HIF act	HSP90 inh	aSyn UTR inh	HSF-1 act	IEC-6 cytotox	KLF5 inh	AI-2 QS modul
Cc1cc(C)c2nc(N3CCC(C(=O)NCc4cccnc4)CC3)sc2c1	10.8	0.9	7.1	-0.3	0.4	-13.7	13.8	0.9	-62.0	17.1
CC(C)C(=O)NC(c1ccc(Cl)cc1Cl)c1ccc2cccnc2c1O (stereo not given)	81.4*	-3.0	-36.9	79.6*	9.5	92.3*	-41.6	13.0	79.3*	9.6
O=C(N/N=C/C(Cl)=C\c1ccccc1)c1cnccn1	1.8	2.6	3.2	0.9	-3.9	-57.3	41.1	0.5	-36.3	12.7
CCc1ccc(NC(=O)CN2CCC(C(=O)c3ccc(OC)cc3)CC2)cc1	11.0	-2.2	-1.8	-0.5	0.9	11.4	2.6	0.0	13.6	22.4
C=CCc1cccc2cc(C(=O)NNC(=O)CC#N)c(=O)oc12	-1.9	-1.1	-4.0	-0.1	2.9	0.8	-14.5	0.9	4.7	15.4
CCCCC(CCCC)=N/N=C/c1c(O)n(CC)c2cc(C3=NNC(=O)CC3)ccc12	8.4	24.0	-4.4	0.3	1.4	-0.1	-15.6	1.1	0.9	4.9
O=C(CCN1C(=O)c2ccccc2S1(=O)=O)N1CCN(c2ccccc2)CC1	-4.4	6.3	-2.0	-0.3	-0.6	5.8	1.2	-5.8	1.7	2.6
CC1(c2ccc(OC(F)F)cc2)NC(=O)N(CC(=O)Nc2ccc(Cl)cc2F)C1=O (stereo not given)	7.7	13.4	4.6	0.7	5.3	15.0	-2.8	3.3	7.8	-93.9*
CNS(=O)(=O)c1cc(NC(=O)c2cnc(SC)n2-c2ccccc2)ccc1C	1.9	0.5	-0.5	-0.1	2.6	19.2	2.6	5.7	-42.4	23.7

An excerpt from above, showing only AI-2 QS modul, KLF5 inh and SKKanGAS inh:
Molecule,AI-2 QS modul,KLF5 inh,SKKanGAS inh
CC1(c2ccc(OC(F)F)cc2)NC(=O)N(CC(=O)Nc2ccc(Cl)cc2F)C1=O (stereo not given),-93.9*,7.8,7.7
CNS(=O)(=O)c1cc(NC(=O)c2cnc(SC)n2-c2ccccc2)ccc1C,23.7,-42.4,1.9

This is a random part of the collection; about 6% have a hit in one of these screens.
